Compound activity (PubChem)
SENP8 block: SENP8 protease inhibition | purified SENP8, Z-RLRGG-aminoluciferin cleavage, luminescence | inhibition, % at 10 µM | hit rate 1.2% among 330,000
Target sequence (Q96LD8 whole entry, looked up): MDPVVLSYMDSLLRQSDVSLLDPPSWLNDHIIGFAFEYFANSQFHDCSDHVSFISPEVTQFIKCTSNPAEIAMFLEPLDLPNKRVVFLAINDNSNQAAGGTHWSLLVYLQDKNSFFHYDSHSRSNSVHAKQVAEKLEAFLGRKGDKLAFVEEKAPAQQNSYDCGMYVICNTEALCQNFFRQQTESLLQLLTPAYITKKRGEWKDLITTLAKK
Apaf-1 inh: inhibitors of human Apaf-1 apoptosome. inhibition, % at 20 µM. reconstituted apoptosome caspase-3 activity, DEVD-Rh110 fluorescence. O14727. hit rate 0.71% among 330,000; active means inhibition of at least 40% at 20 µM;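 further: plate controls were DMSO wells for no effect and DEVD-CHO caspase inhibitor wells for full effect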
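Assay system – apoptosome proteins · Medium – Hepes buffer, pH 7.5 · Also added – cytochrome c with DEVD-Rh110 · Timing – 30 min compound preincubation, 50 min activation, room temperature · Detection – Rh110 fluorescence, excitation 480 nm, emission 540 nm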
Gli-Sufu antag: antagonists of Gli-Sufu signaling | Sufu-KO-LIGHT fibroblasts, Gli luciferase reporter luminescence | inhibition, % at 5 µM | hit rate 0.74% among 340,000;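 active means inhibition above about 55%, limit read from the data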;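 further: 0% = DMSO-treated cells and 100% = wells with medium but no cells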
697 NFkB inh: lowers PMA/ionomycin-induced NF-kB signal in 697 B cells | 697 B-cell NF-kB luciferase reporter, 16 h | AID 435022 | hit rate 0.33% among 330,000 | inhibition, % at 4 µM; in the data active means inhibition above about 35%
HKDC1 inhibitor: HKDC1 (human) hexokinase inhibition; Q2TB90; recombinant HKDC1, G6PDH/diaphorase resazurin coupled fluorescence; inhibition, % at 20 µM; hit rate 0.16% among 340,000;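 active means inhibition above about 35% when tested at 20 µM, limit read from the data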;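 further: plate controls were DMSO wells with enzyme for no effect and DMSO wells lacking enzyme for full effect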
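Incubation: 90 min at room temperature in dark / Material: recombinant HKDC1 (HK5) hexokinase enzyme, produced in-house / Quantity: enzyme 5 µg/mL final / Compound: one dose of 20 µM, 1% DMSO / Reagent: glucose and ATP substrates / Buffer or medium: Tris pH 8.0 buffer with MgCl2, Tween-20, BSA, BME / Technique: resorufin fluorescence at 613 nm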
SENP7 inh: blocks the human protease SENP7 | Q9BQF6 | recombinant SENP7, Z-RLRGG-aminoluciferin luminescence, 40 min | inhibition, % at 5 µM | hit rate 1.5% among 330,000;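 active means inhibition above about 50% at the single test dose, limit read from the data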;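 further: plate controls were DMSO with enzyme for no effect and no enzyme buffer wells for full effect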
Target sequence (Q9BQF6 706-1050 limits assumed): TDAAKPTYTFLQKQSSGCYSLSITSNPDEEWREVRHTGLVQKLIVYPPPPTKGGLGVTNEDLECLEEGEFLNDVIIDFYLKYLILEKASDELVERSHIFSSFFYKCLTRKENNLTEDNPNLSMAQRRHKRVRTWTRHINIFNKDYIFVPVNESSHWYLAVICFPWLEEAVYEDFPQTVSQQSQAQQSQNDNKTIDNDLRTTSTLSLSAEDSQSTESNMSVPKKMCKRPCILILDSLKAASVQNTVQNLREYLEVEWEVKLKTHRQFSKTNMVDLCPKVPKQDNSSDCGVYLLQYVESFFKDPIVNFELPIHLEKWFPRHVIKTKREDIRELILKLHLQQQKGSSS
Jurkat NFkB inh: lowers PMA/ionomycin-induced NF-kB signal in Jurkat cells; inhibition, % at 4 µM; hit rate 0.53% among 330,000; PMA/ionomycin-induced NF-kB luciferase reporter, luminescence; AID 435003
UBC13 inh: blocks human UBC13 polyubiquitin chain formation; P61088; TR-FRET; inhibition, % at 20 µM; hit rate 0.47% among 330,000; AID 485273; in the data active means inhibition above about 45%, passing the limit was not always enough
Target sequence (P61088 whole entry, looked up): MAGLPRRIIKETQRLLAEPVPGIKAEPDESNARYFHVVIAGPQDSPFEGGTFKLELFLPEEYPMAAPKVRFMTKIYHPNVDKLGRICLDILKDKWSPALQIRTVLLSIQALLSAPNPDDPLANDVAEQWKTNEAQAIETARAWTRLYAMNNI
The depositor's hits bear a star; · = not tested or not shown. Unless noted, no stated cut-off is given here; in the data, active means inhibition above about 50%; inactive means the rest.

Order of results – UBC13 inh	Apaf-1 inh	697 NFkB inh	SENP7 inh	Gli-Sufu antag	SENP8 block	HKDC1 inhibitor	Jurkat NFkB inh
- Cn1c(SCc2nc(-c3ccccc3)no2)nnc1-c1ccco1
    2	-11	23	4	1	5	-6	-6
- CN(CCC(=O)Nc1cc(S(=O)(=O)N(C)C)ccc1Cl)CC(=O)Nc1ccc(F)cc1
    4	0	-2	4	7	-3	3	-22
- CCOC(=O)Cn1c(=O)c(C#N)cn(C(C)C)c1=O
    -2	11	-22	-6	1	-4	-1	-7
- CCOC(=O)CC(NC(=O)Cn1nnc(-c2ccccc2C)n1)c1ccc(OC)cc1 (stereo not given)
    2	4	3	14	·	2	·	-9
- CCNc1c(NC(=O)C2CCC(C)CC2)c(=O)oc2ccccc12 (stereo not given)
    -5	-2	1	-3	22	-8	-4	-4
- C/C=C/c1c(F)c(F)c(Oc2ccc(C(=O)O)cc2)c(F)c1F
    -6	11	1	-5	1	-12	-1	-7
- CCN(CC1COc2ccccc2O1)C(=S)Nc1ccc(F)cc1 (stereo not given)
    9	7	-5	11	0	1	-6	8
- COC(=O)c1sc2ncn(N)c(=O)c2c1C
    -5	-6	5	2	-7	-5	0	-9
- Cc1cc(C)c2c(C(C)(C)C)nn(-c3ccccc3)c2n1
    8	10	-9	-5	-2	-7	2	-21
- COc1cc(O)sc1C=Nc1ccc(Cl)cc1Cl
    -3	-16	-1	12	-14	-6	-7	-18
- COc1cccc(-c2cc(C(=O)Nc3ccc4c(c3)OCO4)no2)c1
    2	-13	-12	-5	-7	-11	-6	-14
- Cc1cccc(NC(=S)Nc2c(C)n(C)n(-c3ccccc3)c2=O)c1C
    -4	0	-8	-3	28	-8	1	-22
- O=C(/C=C/c1cccs1)N1CCOCC1
    -9	-7	-1	5	-5	-3	2	16
- COC(=O)c1cc(-c2ccc(OC)cc2)on1
    -4	0	10	23	-13	-6	-3	-4
- O=c1c2c3c(sc2nc2n1CCCCC2)CCCC3
    20	7	-97	33	-67	21	5	-81
- COc1ccc(OCCCCn2c(CO)nc3ccccc32)cc1
    -13	1	-44	-2	14	-8	0	12
- Fc1ccc(-n2c(Cc3ccccc3)nnc2SCc2nc(-c3cccs3)no2)cc1
    12	10	15	1	9	-2	-2	12
- CCCc1nc2ccccc2c(C(=O)OCC(=O)Nc2ccc(S(=O)(=O)N3CCOCC3)cc2)c1CC
    0	6	-20	-7	7	-8	-2	10
- Cc1onc(-c2c(F)cccc2Cl)c1C(=O)O/N=C(\N)c1ccc([N+](=O)[O-])o1
    -10	1	1	3	-5	3	-3	14
- COc1ccc(N(CC(=O)N2CCN(C)CC2)S(=O)(=O)c2ccccc2)cc1
    5	2	4	7	-8	-1	2	6
- C#CCOCCOCCOCCNc1nc(N2CCN(C(=O)C([C@@H](C)O)n3cc([C@@H](N)CCCCN)nn3)CC2)nc(N2CCN(C(=O)C([C@@H](C)O)n3cc([C@@H](N)CCCCN)nn3)CC2)n1 (stereo not given in full)
    80*	29	12	5	-7	4	3	2
- Cc1onc(-c2ccccc2)c1C(=O)OCc1nnc(-c2ccccc2)o1
    -6	22	-57	-5	-2	4	-7	7
- COc1ccc2[nH]c(-c3ccccc3)cc2c1
    10	13	-143	90*	-79	86*	1	-146
- O=C(CCCN1C(=O)/C(=C/c2ccccc2Cl)SC1=S)N1CCCC1
    -9	22	7	68*	-4	84*	16	-5
- O=C(COC(=O)c1nc(Cl)ccc1Cl)NCc1ccc(Cl)cc1
    14	5	8	3	6	-4	-5	10
- O=C(COC(=O)CCCC1=NS(=O)(=O)c2ccccc2N1)Nc1ccc(Br)cc1
    2	6	5	0	-22	-5	3	4
- O=C(CC1C(=O)CCCC1=O)c1ccccc1
    -8	-4	7	6	-1	3	-13	12
- C/C=C1\COC(C(=O)NCc2ccncc2)(C(F)(F)F)C=C1C=C1CCCCC1 (stereo not given)
    11	11	-18	-12	3	-18	1	8
- Cc1ccc(-c2ccc(/C=N/NC(=O)Cc3nnc(N)s3)o2)cc1Cl
    -6	1	10	4	-2	-7	0	-4
- Cc1cc(=O)[nH]c(SCC(=O)c2c(N)n(C)c(=O)n(C)c2=O)n1
    -7	-2	5	-1	8	6	-2	-10
- Nc1nonc1-n1nnc(C(=O)N/N=C/c2ccoc2)c1CSc1ccc(Cl)cc1
    -1	0	-26	11	-10	-3	3	5
- CCN1CCN(CCOc2cccc(Cl)c2Cl)CC1
    1	-6	8	5	7	-1	-1	13
- O=C1C=C(N2CCN(C3=CC(=O)CCC3)CC2)CCC1
    -13	2	-46	-11	-7	1	0	-19
- Oc1ccc(C[C@@H]2CNCCN2CC2(c3ccccc3)CC2)cc1
    1	-35	14	0	9	-3	-6	6
- COc1ccc(OCCC(=O)OCC(=O)Nc2cccc(S(=O)(=O)N3CCCCC3)c2)cc1
    3	3	1	6	2	6	0	5
- CCOC(=O)CSC1=C(C#N)C(c2ccco2)C(C(=O)OCc2ccccc2)=C(C)N1 (stereo not given)
    -2	27	-19	-4	4	-11	0	-10
- Cc1cccc(C)c1NC(=O)CSc1nnc([C@@H]2CCCN2C(=O)OC(C)(C)C)o1
    -10	-1	22	-10	-4	-2	-3	8
- O=C(COC(=O)/C(=C/c1cccs1)c1cccs1)NC(c1ccccc1)c1ccccc1
    1	19	14	2	6	1	-2	-3
- CSc1ccccc1-c1nnc(-c2ccc(Cl)cc2Cl)o1
    35	-2	-56	35	-78	-22	3	-27
- O=C(N/N=C1/CCSC1)c1cc(Br)ccc1O
    1	-1	6	-2	-2	-5	-16	17
- COc1ccc(C2(C)NC(=O)N(CC(=O)NCc3ccccc3F)C2=O)cc1 (stereo not given)
    -8	5	-1	3	18	-7	-1	3
- CCOc1ccc(S(=O)(=O)NC(C)C(=O)NCc2ccncc2)cc1 (stereo not given)
    0	-2	4	-1	-16	5	-6	1
- CCC(C)[C@H]1COCCS(=O)(=O)N1Cc1ccccc1 (stereo not given in full)
    8	3	12	1	-20	4	1	20
- Cc1nc(C)c(C(=O)Nc2cccc(C)c2C)o1
    -3	4	-5	-5	-2	-3	-6	9
- O=C(CCSc1ccc(Cl)cc1)NCc1ccccn1
    3	-6	18	5	2	2	-2	-1
- COc1ccc(OC)c(C(Nc2ccccc2)P(=O)(OC(C)C)OC(C)C)c1 (stereo not given)
    -4	0	7	-2	-7	-10	-1	-6
- Cc1cc(-c2nnc(SCC(=O)Nc3ccc(Cl)cn3)n2N)n[nH]1
    -6	-5	-12	6	29	-11	0	-5
- CC(C)CCn1c(SCC(=O)N2CC(=O)Nc3ccccc32)nc2scc(-c3cccs3)c2c1=O
    -23	12	18	0	9	-8	-6	-23
- Cc1ccc(CNC(=O)C(=O)NCC2OCCN2S(=O)(=O)c2ccc(Cl)cc2)cc1 (stereo not given)
    -4	23	-13	2	41	0	2	2
- Cc1cc(S(=O)(=O)NCc2ccccc2)ccc1OCC(=O)N1CCCC1
    6	-2	0	3	0	-6	6	-3

Remaining list, next part.
Order of results – UBC13 inh	Apaf-1 inh	697 NFkB inh	SENP7 inh	Gli-Sufu antag	SENP8 block	HKDC1 inhibitor	Jurkat NFkB inh
- Cc1ccc2nc3n(c(=O)c2c1)-c1ccc(Cl)cc1C(=O)NC3CC(C)C (stereo not given)
    9	17	9	5	·	4	·	2
- Cc1occc1C(=O)NCc1ccco1
    -5	8	3	9	3	-5	-5	-5
- CCCn1c(Sc2nc3c(c(=O)[nH]c(=O)n3C)n2CCC)nc2c1c(=O)[nH]c(=O)n2C
    -3	18	-4	-4	99*	-2	-2	1
- C[N+](C)(C)CC(O)CC(=O)O (stereo not given)
    0	9	-6	-3	3	1	5	-4
- COc1cc(C(=O)OCC(=O)NC2CCCC2)cc(NC(=O)c2ccco2)c1OC
    -2	-5	1	-4	6	1	1	7
- COC(=O)c1[nH]c2ccccc2c1NC(=O)CNC1CCCCC1
    6	10	24	0	6	-3	-1	-5
- Cc1cnc(C(=O)OCC(=O)Nc2ccc(OCc3ccccc3)cc2)cn1
    4	-5	-44	5	-26	6	-5	-66
- CCOC(=O)N1CCN(C(=O)CCSc2ccccc2)CC1
    2	1	-59	7	-72	-4	0	-39
- CN(C)/C=N/C(=S)Nc1ccc(Cl)cc1
    3	-6	-38	-8	-35	4	-7	-11
- COc1ccc(C(=O)Nc2cc(C)c3c(=O)oc4ccccc4c3n2)cc1
    6	-5	10	4	6	9	5	6
- O=C(Cc1cccs1)Nc1ccc(F)c(S(=O)(=O)N2CCOCC2)c1
    -7	1	10	-15	-14	-9	6	-1
- COC(=O)Cc1ccc(NC(=S)NCc2ccc(S(N)(=O)=O)cc2)cc1
    1	-6	3	1	18	7	1	1
- CCC(C)c1ccccc1NC(=O)c1cc2cccc([N+](=O)[O-])c2[nH]1 (stereo not given)
    -12	10	-23	7	2	2	6	-15
- C[C@@]12CCC=C[C@H]1[C@H](c1ccoc1)N(Cc1ccccc1)C2=O
    0	1	-8	-1	-12	0	2	-7
- COc1cccc(CNC(=O)COC(=O)C2CC3CCCC(C2)C3=O)c1 (stereo not given)
    -2	0	-2	-16	-4	-5	-3	11
- Cc1ccc(S(=O)(=O)N2CCC(C(=O)NC3CCCC3)CC2)cc1Cl
    0	-1	15	-6	2	6	-9	13
- O=C(CSc1nc2ccccc2s1)N1CCOCC1
    -11	-13	4	-8	-9	-11	-10	-18
- O=C(NCc1ccco1)C1CCN(S(=O)(=O)N2CCOCC2)CC1
    3	-15	11	5	0	-7	-12	4
- CCOC(=O)C1=CN(Cc2ccco2)S(=O)(=O)NC1c1cccc(OC)c1 (stereo not given)
    ·	7	-1	2	-6	·	6	·
- O=C(Nc1ccccc1Cl)Nc1cccnc1Cl
    0	1	-2	-3	3	-11	-5	-5

Ordered by value in SENP7 inh (highest first): 4 from the list above.
Compound	SENP7 inh
CCOC(=O)C1=CN(Cc2ccco2)S(=O)(=O)NC1c1cccc(OC)c1 (stereo not given)	2
C[C@@]12CCC=C[C@H]1[C@H](c1ccoc1)N(Cc1ccccc1)C2=O	-1
Cc1ccc(S(=O)(=O)N2CCC(C(=O)NC3CCCC3)CC2)cc1Cl	-6
O=C(CSc1nc2ccccc2s1)N1CCOCC1	-8

Later entries
Order of results – UBC13 inh	Apaf-1 inh	697 NFkB inh	SENP7 inh	Gli-Sufu antag	SENP8 block	HKDC1 inhibitor	Jurkat NFkB inh
- CC(C)=CCN1CCN(CC#Cc2ccccc2)CC1CCO (stereo not given)
    2	-24	-10	6	10	1	-7	-1
- CCCC1OC2CC3C4CCC5=CC(=O)C=CC5(C)C4C(O)CC3(C)C2(C(=O)O)O1 (stereo not given)
    2	-1	6	-3	6	7	-6	20
- Cc1cc(C(=O)Cn2cc(C(F)(F)F)ccc2=O)c(C)n1CC1CCCO1 (stereo not given)
    -3	-1	-1	4	1	-15	-1	-10
- O=C(Nc1ccc(S(=O)(=O)NCc2ccccc2)cc1)c1ccc(Br)o1
    7	-4	-13	-5	4	-3	2	3
- CCC(=O)N1N=C(c2ccc(C)o2)CC1c1ccc(N(C)C)cc1 (stereo not given)
    -7	3	-25	7	-16	2	-9	-1
- CC(=O)Nc1nonc1NC(=O)CSC1=NCCS1
    0	-2	-16	5	-3	1	-16	5
- CN(Cc1c(F)cccc1Cl)C(=O)CNC(=O)c1cccs1
    4	4	-28	-1	-36	5	-4	-57
- CC(OC(=O)Cc1n[nH]c(=O)c2ccccc12)C(=O)Nc1ccc(F)cc1 (stereo not given)
    -13	-5	-14	12	-1	-4	-7	2
- O=C(CSCc1cnn(-c2ccccc2)c1-n1cccc1)NCCN1CCOCC1
    -4	1	-2	-4	49	0	0	-16

Entries from the list above containing a CF3 group, in the order listed:
Order of results – UBC13 inh	Apaf-1 inh	697 NFkB inh	SENP7 inh	Gli-Sufu antag	SENP8 block	HKDC1 inhibitor	Jurkat NFkB inh
- C/C=C1\COC(C(=O)NCc2ccncc2)(C(F)(F)F)C=C1C=C1CCCCC1 (stereo not given)
    11	11	-18	-12	3	-18	1	8
- Cc1cc(C(=O)Cn2cc(C(F)(F)F)ccc2=O)c(C)n1CC1CCCO1 (stereo not given)
    -3	-1	-1	4	1	-15	-1	-10
